Source: PubChem BioAssay (several laboratories)
DAX1 inh-1: inhibits human nuclear receptor DAX1; AID 504766; HEK293 Gal4-DAX1 luciferase reporter, luminescence; inhibition, % at 6.75 µM; actives 0.99% (n = 340,000);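 active means inhibition above the mean over all tested compounds plus 3 SD, cut at about 4.2% in these data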;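 further: 0% = DAX1-transfected cells with DMSO and 100% = empty-vector control cells with DMSO; inhibition shows as a rise in luminescence from relieved DAX1 repression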
Target sequence (P51843 207-470 limits assumed): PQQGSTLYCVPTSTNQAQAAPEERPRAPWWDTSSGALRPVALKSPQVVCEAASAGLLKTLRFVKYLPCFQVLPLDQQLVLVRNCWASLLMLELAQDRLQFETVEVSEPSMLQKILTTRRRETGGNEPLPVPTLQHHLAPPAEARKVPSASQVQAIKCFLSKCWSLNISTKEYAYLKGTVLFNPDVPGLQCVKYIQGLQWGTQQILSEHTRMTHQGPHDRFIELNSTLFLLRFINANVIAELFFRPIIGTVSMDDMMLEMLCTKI
ADAM17 inh: inhibitors of human ADAM17 | P78536 | recombinant ADAM17, EDANS/DABCYL FRET peptide cleavage | inhibition, % at 6.95 µM | actives 0.83% (n = 370,000) | AID 720648;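 active means inhibition above the mean of compounds lying between control limits plus 3 SD, set per campaign, cut at about 8.5% in these data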;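 further: 0% = DMSO-only wells as the low control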
GAA850 FXN act: frataxin GAA850 promoter activation | HEK293 lucGAA850 FXN promoter luciferase reporter, 24 h; percent of 10 µM SAHA response | activation, % at 6 µM | actives 0.56% (n = 360,000) | AID 540364;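 active means activation above the average of all compounds screened plus 3 SD, cutoff fixed separately per campaign, cut at about 7.5% in these data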;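 further: 0% = DMSO wells and 100% = 10 µM SAHA wells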
ssDAF-12 act: S. stercoralis DAF-12 activation, primary screen; HEK293 ssDAF-12/GRIP1 lit1-tk-luc reporter, luminescence; % of 3 µM dafachronic acid response; activation, % at 6.8 µM; actives 1% (n = 370,000);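 active means activation above the mean over all tested compounds plus 3 SD, cut at about 0.9% in these data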;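 further: 0% = DMSO-only wells and 100% = 3 µM delta7-dafachronic acid wells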
SMARCA2 activ: SMARCA2 function activation, primary screen; MG213 cells, MMTV-luciferase reporter, dexamethasone, overnight; AID 652017; actives 1% (n = 370,000); activation, % at 9.1 µM; in the data active means activation above about 7.8%;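 further: 0% = vehicle wells and 100% = reference activator wells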
DAX1 inh-2: blocks DAX1 repression of SF-1 activated StAR promoter | HEK293T StAR-luciferase reporter, SF-1/DAX-1 repression relief | inhibition, % at 6.8 µM | actives 1.1% (n = 370,000) | AID 652010;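 active means inhibition above the mean over all tested compounds plus 3 SD, cut at about 3.6% in these data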;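 further: 0% = DAX-1 cells with DMSO and 100% = cells lacking DAX-1 with DMSO; higher inhibition means more luminescence from relief of DAX-1 repression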
GC-A act: GC-A (human) enzyme activation; AID 1671463; HEK293 GC-A cells, cGMP TR-FRET, EC30 ANP; 0% at EC30 ANP, 100% saturating ANP; activation, % at 10 µM; actives 0.14% (n = 370,000); in the data active means activation above about 40%
hgDAF-12 ag: activates the H. glycines DAF-12 receptor ligand-binding domain. activation, % at 6.8 µM. AID 687014. HEK293 GAL4-hgDAF12 UAS-luciferase reporter, agonist luminescence; normalized to butyrate control. actives 1.8% (n = 370,000);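 active means activation above a cutoff set at the mean of all screened compounds plus 3 SD, cut at about 10% in these data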;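 further: 0% = DMSO wells and 100% = sodium butyrate wells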
ADAM10 inh: ADAM10 inhibition, QFRET primary screen; inhibition, % at 7 µM; actives 0.62% (n = 370,000); recombinant ADAM10, EDANS/DABCYL FRET peptide cleavage, 3 h; O14672; AID 720582;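 active means inhibition above a per-campaign cutoff equal to the mean of compounds falling between control-based bounds plus 3 SD, cut at about 20% in these data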;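 further: 0% = DMSO wells while the 100% control is not disclosed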
Target sequence (O14672 214-748 limits assumed): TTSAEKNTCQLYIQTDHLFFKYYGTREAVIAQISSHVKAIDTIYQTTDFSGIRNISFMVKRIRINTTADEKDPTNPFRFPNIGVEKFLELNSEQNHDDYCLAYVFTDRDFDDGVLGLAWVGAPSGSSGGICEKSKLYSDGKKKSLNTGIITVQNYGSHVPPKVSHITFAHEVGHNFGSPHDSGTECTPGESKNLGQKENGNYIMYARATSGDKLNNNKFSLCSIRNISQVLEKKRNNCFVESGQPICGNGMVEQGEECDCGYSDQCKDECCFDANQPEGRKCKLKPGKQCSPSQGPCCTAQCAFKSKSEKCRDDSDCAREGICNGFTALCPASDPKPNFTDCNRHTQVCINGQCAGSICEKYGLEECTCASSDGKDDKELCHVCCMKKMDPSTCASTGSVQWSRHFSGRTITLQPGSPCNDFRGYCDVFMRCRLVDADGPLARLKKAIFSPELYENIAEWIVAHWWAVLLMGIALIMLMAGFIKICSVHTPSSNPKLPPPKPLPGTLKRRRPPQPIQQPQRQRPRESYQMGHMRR
hcDAF12 agonist: H. contortus DAF-12 activation, primary screen; activation, % at 6.8 µM; actives 1.4% (n = 370,000); HEK293 hcDAF-12 lit1-tk-luc reporter, luminescence; 0% DMSO, 100% Δ7-dafachronic acid; AID 652067;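 active means activation above the mean of all tested compounds plus 3 SD, cut at about 5.5% in these data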;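 further: 100% = response to 3 µM Δ7-dafachronic acid high control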
PG9 Ab binder: small molecules binding HIV-1 gp120 antibody PG9; TR-FRET gp120-PG9 antibody binding; inhibition, % at 6.7 µM; actives 0.43% (n = 360,000); AID 624416; in the data active means inhibition above about 8.5%
An asterisk follows results filed as active; / = no result given. No enrichment for hits; 6.8% or so of the library scored in one or more.

SMILES	DAX1 inh-1	ADAM17 inh	GAA850 FXN act	ssDAF-12 act	SMARCA2 activ	DAX1 inh-2	GC-A act	hgDAF-12 ag	ADAM10 inh	hcDAF12 agonist	PG9 Ab binder
O=C(CC(c1ccccc1)c1cc(Br)ccc1O)NCCCN1CCOCC1 (stereo not given)	0.0	1.0	0.0	-1.0	1.1	-0.6	-27.8	0.3	7.1	-0.7	-2.5
CC(=O)NC(C)(c1ccccc1)c1nc(-c2ccc(N(C)C)cc2)cs1 (stereo not given)	/	0.1	2.0	-1.2	4.2	-0.4	-1.8	-1.5	-4.9	-1.8	-4.0
COc1ccc(NS(=O)(=O)c2cc(NC(=O)[C@@H](NC(N)=O)C(C)C)ccc2C)cc1	-0.5	-5.0	1.5	-1.2	-1.4	-0.3	-1.6	1.7	2.8	-1.2	-1.8
CN(C)C(=O)CSc1ncnc2scc(-c3ccccc3)c12	0.7	3.1	7.1	-1.4	-0.8	-0.8	6.4	-2.8	4.0	-0.5	-0.2
CCN(C(=O)COC(=O)c1ccccc1Nc1cccc(C)c1C)C1CCS(=O)(=O)C1 (stereo not given)	-0.2	-1.3	0.9	-1.2	0.0	-0.2	-5.2	-1.4	6.8	-0.6	-1.6
COc1ccc(OCCOc2ccc(N(C)S(=O)(=O)c3ccccc3)cc2)cc1	-0.6	-0.1	1.3	-1.3	-2.9	-0.1	-1.6	-1.1	-8.4	-1.2	-1.6
CCCN(CC1CC1)c1nc(N)c2c(N)nc(OC)cc2c1C#N	-0.4	-37.3	0.9	-1.4	-0.8	-0.3	4.4	0.3	-106.3	-1.2	-0.5
C/C(=N\NC(=O)c1c(Cl)cnn1C)c1cccc(NC(=O)C(C)C)c1	2.8	-0.3	0.1	-0.9	2.1	-0.7	-2.1	1.1	1.6	-3.2	-0.7
CCC(C)C(=O)Nc1cc(Cl)ccc1C(=O)O (stereo not given)	-1.1	-1.9	-0.3	-1.3	-0.9	-0.1	1.4	1.5	3.8	0.8	-0.7
CCc1cc2ccccc2nc1SCC(=O)Nc1cc(OC)c(OC)cc1C(=O)O	2.4	-51.8	2.7	-0.8	-4.4	-0.4	-1.4	1.7	-172.8	0.9	0.0
CCOC(=O)C1CCN(S(=O)(=O)c2ccc3c(c2)N(C(C)=O)CCO3)CC1	-0.1	-2.5	1.6	-1.2	-1.6	-2.4	2.7	-2.1	2.0	-1.4	0.1
CC(NS(=O)(=O)c1ccc(CCC(=O)N2CCN(C)CC2)cc1)c1ccccc1 (stereo not given)	-1.3	-2.6	0.0	-0.7	-2.3	-0.4	5.0	-0.1	1.3	-2.0	0.5
COc1ccc(S(=O)(=O)Nc2cc(Cl)ccc2OC)cc1	-1.2	3.0	-3.2	2.7*	0.0	-2.1	-26.7	3.5	8.6	-0.5	1.5
CN(C)C(=S)Nc1ccc(Br)cc1Cl	-1.0	-3.5	0.2	-1.4	0.7	-0.1	2.9	-0.1	-4.5	-1.5	2.5
O=C(CN(C(=O)CCC(=O)Nc1ccccn1)c1ccc(F)cc1)NCc1ccco1	-1.2	1.3	-0.3	-1.1	-1.5	0.1	0.4	-0.1	0.8	-0.5	-3.4
CCCCCCOC(=O)Cc1c(C)nc(N)[nH]c1=O	0.4	-0.9	1.5	-1.1	0.1	0.3	3.3	-0.2	8.6	0.8	-0.9
O=S(=O)(NCCCO)c1ccc2c(c1)Cc1cc(S(=O)(=O)NCCCO)ccc1-2	-0.9	-3.7	-0.7	-0.5	1.7	-0.3	1.2	2.8	-7.3	1.4	-2.6
O=C(O)CCC(NS(=O)(=O)c1ccc(N2CCCC2=O)cc1)C(=O)O (stereo not given)	1.6	-0.2	0.0	-1.2	2.3	0.1	1.2	8.6	8.0	-0.9	-0.5
Cn1c2c(c(=O)n(C)c1=O)CN(Cc1ccccc1)CN2	/	-1.7	/	-1.2	-2.1	-0.1	-0.4	-2.8	-7.6	1.6	-2.0
O=C(Nc1ccc2nc([C@@H]3O[C@H](CO)[C@@H](O)[C@H](O)[C@H]3O)[nH]c2c1)NC(c1ccccc1)c1ccccc1	/	2.6	-0.3	-1.3	-2.0	1.4	0.8	6.4	-14.5	-0.9	-0.7
CCOc1ccc(Nc2nc3ccccc3n2C)cc1	2.0	0.9	5.8	-0.7	4.1	1.8	-2.3	9.4	1.9	0.8	-4.3
Cc1occc1C(=O)NNC(=O)C(c1ccccc1)c1ccccc1	-0.2	5.4	-3.3	-1.8	-4.7	0.0	-4.3	-1.9	28.0*	-1.2	-2.4
COc1ccc(CCNC(=O)C2CCC(=O)N2Cc2ccccc2Cl)cc1OC (stereo not given)	2.0	-10.5	-1.7	-1.2	-2.4	0.4	1.9	2.9	1.6	-1.8	0.9
Cc1ccc(C(=O)N2CCCCC2C(=O)O)cc1S(=O)(=O)N1CCCCC1 (stereo not given)	0.8	-2.8	-0.1	-1.3	-2.4	-0.2	2.8	-0.6	-12.6	0.0	-0.8
Cn1[nH]cc(C=NC(N)=O)c1=O	1.0	1.6	-0.8	-0.7	-0.7	-0.2	2.7	-1.4	-5.5	-0.3	-0.1
Cc1ccccc1OC(C)C(=O)N1CCC(Cc2ccccc2)CC1 (stereo not given)	0.6	-4.3	-0.9	-0.5	-1.8	-2.0	0.3	-1.1	-2.1	0.7	-1.3
C#CCOc1c(Br)cc(/C=C2/C(=O)ON=C2C)cc1OCC	0.8	-1.1	-0.5	-1.5	-2.3	0.4	24.8	-0.8	-0.4	3.1	-2.9
C/C(=N\NC(=O)c1nc2ccccn2c1C)c1ccco1	3.1	-1.1	4.3	0.9	0.2	1.7	2.3	4.3	-11.4	1.4	-2.2
CCOC(=O)C1=C(C)N(CCCC(=O)O)C(=O)NC1c1ccc(Cl)cc1Cl (stereo not given)	1.8	-0.7	-0.1	-1.1	2.4	0.3	-2.6	0.0	-37.6	-0.6	0.6
CCCCCCCCn1c2c(c(=N)c3ccccc31)CCC2	/	-14.0	-8.8	-3.0	-13.2	-3.5	-3.5	-16.8	-27.9	-6.0	0.8
Cc1nn(C(=O)CCC(=O)NCc2ccccc2Cl)c2ccccc12	0.4	2.5	0.1	-0.8	-1.0	0.6	-0.3	-0.1	0.1	1.4	-2.6
CCCCCCOc1ccc(N2C(=O)CC(N3CCN(C(=O)c4ccco4)CC3)C2=O)cc1 (stereo not given)	-0.1	-4.8	-0.5	-1.3	0.6	-0.6	6.0	1.8	6.0	1.3	0.6
COc1ccccc1NC(=O)CN(Cc1ccco1)C(=O)c1cncc(Br)c1	-0.4	-4.0	1.2	-1.6	-2.9	0.2	-6.7	3.2	-5.1	-2.1	-0.8
COC(=O)N/N=C(\C)c1ccc(C)c([N+](=O)[O-])c1	1.5	-0.8	4.6	-1.1	-1.1	-0.3	-5.7	-0.3	-3.1	-3.7	1.0
Cc1ccc(S(=O)(=O)NCCN(CCNS(=O)(=O)c2ccc(C)cc2)S(C)(=O)=O)cc1	0.0	0.3	-3.2	-1.2	-2.5	-0.8	2.3	0.4	7.2	-0.6	0.5
COc1ccc(S(=O)(=O)N2CCCCC2)cc1N(C)S(=O)(=O)c1ccccc1	0.2	-5.4	0.1	-1.2	-1.7	-2.0	3.0	0.5	-6.4	-2.1	3.6
C[C@H](N=C1NS(=O)(=O)c2ccccc21)C(=O)OCc1cc([N+](=O)[O-])cc2c1OCOC2	1.6	-1.7	0.0	-1.5	-2.5	0.1	-1.2	4.4	1.5	-0.8	-2.2
COc1cccc(NC(=O)CCN2C(=O)C3CC=CCC3C2=O)c1 (stereo not given)	0.4	-0.1	1.5	-0.4	4.8	2.5	0.2	5.5	4.6	0.5	-1.3
COc1cc(/C=N\n2cnnc2)ccc1OCC(=O)Nc1ccc(C)cc1	-0.3	-5.5	2.5	-1.1	-1.7	-0.3	-3.9	-1.1	-7.2	-0.9	1.7
Cc1nnc(NC(=O)CCC(=O)N2CCN(S(=O)(=O)c3cc([N+](=O)[O-])ccc3C)CC2)s1	0.6	-3.1	0.2	-0.6	1.8	0.5	-0.1	0.1	2.1	1.0	-0.9
C=CCOc1cccc(/C=N/NC(=O)CN(c2cc(Cl)ccc2OC)S(=O)(=O)c2ccc(C)c([N+](=O)[O-])c2)c1	1.2	4.0	-0.1	1.0*	-1.2	0.3	-1.1	0.1	0.8	0.6	-3.3
COc1ccc(N2c3ccccc3CN(Cc3ccccc3)CC2Cc2cc(OC)c(OC)c(OC)c2)cc1 (stereo not given)	0.9	2.2	-2.1	-1.5	-3.6	1.6	-18.0	4.1	-8.8	-1.0	-2.4
COc1cc(C2NC(=S)NC(c3ccccc3)=C2C(C)=O)cc(Cl)c1OCC(=O)O (stereo not given)	0.5	-1.9	-0.5	-0.8	-0.2	0.0	4.7	-1.7	4.1	0.7	-0.9
CCN(CC(=O)Nc1ccc(NC(C)=O)cc1)S(=O)(=O)/C=C/c1ccccc1	-0.2	-5.2	-1.0	-1.2	0.8	-1.6	2.9	-3.4	-14.2	-0.6	-1.1
Cc1ccc(C(=O)N2c3ccccc3Sc3ccccc32)cc1	/	-0.6	1.7	-1.2	1.7	1.2	-4.3	1.4	-2.3	-0.3	-0.3
N#Cc1cnn(-c2ncnc3sc4c(c23)CCCC4)c1N	-0.4	-6.4	1.9	-0.9	-4.1	-0.2	-1.1	1.2	-10.5	-0.6	-0.2
CC(OC(=O)CNC(=O)C12CC3CC(CC(C3)C1)C2)C(=O)Nc1ccc(S(N)(=O)=O)cc1 (stereo not given)	-0.4	1.1	4.7	-0.4	-1.3	0.3	3.5	1.1	-7.5	-0.5	-4.1
Cc1ccc(C(=O)NNC(=O)c2cccc(S(=O)(=O)N3CCN(c4ccccc4)CC3)c2)cc1	-0.3	1.6	0.3	-0.8	1.9	-0.1	1.0	0.6	2.8	0.1	-1.2
Cc1cccc(C(=O)N2CCC(Cc3ccccc3)CC2)c1[N+](=O)[O-]	-1.6	3.3	-0.2	-1.7	-0.3	-1.0	-4.8	-0.8	6.9	-3.1	-2.5
S=C(Nc1cccc(Cl)c1Cl)N1CCCC1	0.4	2.8	0.2	-0.3	0.0	0.4	1.7	-0.1	2.7	5.4	-2.5
Next section:
SMILES	DAX1 inh-1	ADAM17 inh	GAA850 FXN act	ssDAF-12 act	SMARCA2 activ	DAX1 inh-2	GC-A act	hgDAF-12 ag	ADAM10 inh	hcDAF12 agonist	PG9 Ab binder
CCOCCCNC(=O)c1oc2ccc(S(=O)(=O)N3CCOCC3)cc2c1C	0.5	3.7	0.7	-1.3	-3.9	-0.2	7.5	0.2	1.8	-1.7	0.0
CCOc1ccc(N(CC(=O)N2CC=C(c3ccccc3)CC2)S(=O)(=O)c2c(C)noc2C)cc1	2.8	1.0	1.3	-1.3	0.1	-0.3	-4.8	0.1	-11.4	-1.8	-1.1
C=CCN1C(=O)c2ccccc2NC1c1ccc(Br)s1 (stereo not given)	0.7	-22.0	-0.6	-0.4	-3.4	-0.3	-26.1	-0.9	-59.1	-1.5	-0.3
CC(Oc1ccccc1Cl)c1nnc(N)s1 (stereo not given)	-1.2	-4.2	2.7	-1.1	0.2	-0.1	8.2	-0.2	3.1	-0.7	-0.3
O=C(NCc1cccnc1)C1CC2c3ccccc3C1c1ccccc12 (stereo not given)	-0.8	-3.1	3.3	-1.4	-1.0	-0.8	-5.4	-1.8	3.0	-2.0	0.7
